GPR55 antagonists = inhibition of LPI-stimulated GPR55 beta-arrestin translocation – imaging, U2OS, beta-arrestin-GFP, LPI agonist, primary screen (AID 2013); U2OS GPR55 beta-arrestin-GFP translocation imaging, LPI antagonism; higher % means a stronger effect; one-dose inhibition, % at 10 µM; IC50 in µM for titrated hits; hit rate 0.13% among 290,000;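 active means spots per cell inhibited over 60%, with over 100 cells counted and total cytoplasm intensity under 500,000; inconclusive means wells with under 100 cells, flagged as likely toxic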;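 further: U2OS cells stably carrying GPR55 and arrestin-GFP stimulated by 5 µM LPI near EC80; imaged beta-arrestin-GFP aggregate spots per cell after agonist stimulation; plate controls were LPI-stimulated DMSO wells for no effect and DMSO wells without LPI for full effect; some results filed as inactive read as strong as hits; confirmed hits need IC50 under 10 µM and bright autofluorescent wells are also inconclusive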
UTI89 phage lysis = protection from phage-mediated lysis, alamar blue read-out – E. coli UTI89, K1F phage, bacterial capsule biogenesis inhibitors (AID 488966). hit rate 0.02% among 340,000. one-dose inhibition, % at 100 µM; IC50 in µM for titrated hits. E. coli UTI89 K1F phage lysis, alamar blue, 2 h; higher % means a stronger effect;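 active means phage lysis inhibition, versus mean bacterial control, above a set limit; inconclusive means no clear call, values can overlap the other calls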;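 further: capsule biogenesis inhibitors block K1F phage lysis so surviving cells raise fluorescence; higher fluorescence means more inhibition of phage lysis; actives were called in the ten point dose series up to 300 µM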
KOR beta-arrestin-1 = KOR agonists, beta-arrestin recruitment, primary screen, cell-based, luminescence, uHTS (AID 1777); KOR beta-arrestin recruitment, luminescence; higher % means a stronger effect; activation, % at 10 µM, or EC50 in µM where a hit was titrated; hit rate 0.02% among 280,000; in the data active means activation above about 50%, passing the limit was not always enough; further: a part of the inactive calls stands beside numbers as strong as those of hits
NTR1 agonist = agonists of NTR1, primary screen, imaging, U2OS cells, beta-arrestin-GFP, high content (AID 493036). NTR1-U2OS beta-arrestin-GFP spot imaging, agonist mode. hit rate 0.17% among 330,000. P30989. activation, % at 20 µM;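 active means activation at or above 40% of the spot to cytoplasm intensity ratio, with at least 20 cells analyzed; inconclusive means wells under 20 cells, flagged as cytotoxic or low count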;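 further: 0% = DMSO without peptide and 100% = 100 nM NTR1 peptide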
Target sequence (P30989 whole entry, looked up): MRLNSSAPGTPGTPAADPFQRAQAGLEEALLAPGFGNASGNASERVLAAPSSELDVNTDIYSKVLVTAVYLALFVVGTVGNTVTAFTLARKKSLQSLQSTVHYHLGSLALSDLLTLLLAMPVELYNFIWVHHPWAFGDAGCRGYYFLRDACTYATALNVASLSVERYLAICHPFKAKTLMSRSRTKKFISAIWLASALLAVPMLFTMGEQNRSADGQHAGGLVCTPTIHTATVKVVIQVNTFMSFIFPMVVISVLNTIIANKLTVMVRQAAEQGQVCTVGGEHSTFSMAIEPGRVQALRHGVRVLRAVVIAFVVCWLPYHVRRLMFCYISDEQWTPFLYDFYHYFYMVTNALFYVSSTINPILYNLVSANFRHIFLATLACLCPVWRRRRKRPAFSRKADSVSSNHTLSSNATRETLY
Rac1 GTP hydrolysis = MgcRacGAP GTPase-activating activity inhibitors, confirmation, biochemical, ADP Hunter fluorescence | hit rate 0.6% among 340,000 | inhibition, % at 30 µM; hits with a dose series show IC50 in µM | MgcRacGAP-stimulated Rac1 GTP hydrolysis, ADP Hunter fluorescence; higher % means a stronger effect; GST-tagged Rac1 F28L mutant substrate;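 active means first-screen hits whose inhibition reached a set limit at any dose in the follow-up dose series; inconclusive means inhibition above the set first-screen limit but never retested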;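 further: fluorescence reports GDP produced by GAP-driven GTP hydrolysis; strong numbers were not always called active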
GPR35 arrestin U2OS = GPR35 antagonists blocking zaprinast-driven arrestin recruitment, primary screen, imaging, U2OS, beta-arrestin-GFP, zaprinast agonist (AID 2058); U2OS GPR35 beta-arrestin-GFP translocation imaging, zaprinast antagonism; higher % means a stronger effect; inhibition, % at 10 µM; hits with a dose series show IC50 in µM; hit rate 0.052% among 290,000;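 active means inhibition of at least 50% with at least 30 cells and total cytoplasm GFP at most 10,000,000; inconclusive means under 30 cells or total GFP of 10,000,000 plus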
KOR beta-arrestin-2 = KOR antagonists, beta-arrestin recruitment, cell-based, luminescence, uHTS (AID 1778); KOR beta-arrestin recruitment, luminescence, antagonist mode; higher % means a stronger effect; one-dose inhibition, % at 10 µM; IC50 in µM for titrated hits; hit rate 0.091% among 290,000; in the data active means inhibition above about 50%; further: strong numbers were not always called active
NOD1 NF-kB reporter = inhibition of NOD1-driven NF-kB reporter – cell-based, luminescence, uHTS, primary screen (AID 1578) | NOD1-driven NF-kB luciferase reporter cells, luminescence; higher % means a stronger effect | one-dose inhibition, % at 4 µM; EC50 in µM for titrated hits | hit rate 1% among 290,000; in the data active means inhibition mostly above about 36%, no sharp cut-off; inactive means mostly below about 34%;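 further: HEK-293T reporter cells stimulated with the NOD1 agonist gamma-tri-DAP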
GPR55 beta-arrestin = GPR55 agonists via beta-arrestin recruitment, primary screen, imaging, U2OS cells, beta-arrestin-GFP redistribution (AID 1961); U2OS GPR55 beta-arrestin-GFP redistribution imaging; higher % means a stronger effect; activation, % at 10 µM, or EC50 in µM where a hit was titrated; hit rate 0.048% among 290,000;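 active means activation above 40% with more than 50 cells counted in the well; inconclusive means wells holding fewer than 50 cells, flagged as toxic or sparse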;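 further: U2OS osteosarcoma cells stably expressing GPR55 and beta-arrestin-GFP; plate controls were DMSO negative control for no effect and LPI positive control for full effect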
NTR1 agonist cell count 20 µM = second read-out of NTR1 agonist, no call of its own (marks repeat the call); cell count; measured here: cell count, cytotoxicity flag
* hit, by the source's call; ? = inconclusive; . = no result given; [ ] = remark or other dose. Not all compounds are listed; count on the stated rates, not on these rows.

Second line of a record: GPR55 antagonists	GPR55 beta-arrestin	UTI89 phage lysis	KOR beta-arrestin-1	Rac1 GTP hydrolysis	KOR beta-arrestin-2	NOD1 NF-kB reporter	NTR1 agonist	NTR1 agonist cell count 20 µM	GPR35 arrestin U2OS
COC(=O)CNC(=O)c1c(-c2c(Cl)cccc2Cl)noc1C
  19%	-0.2%	-0.1%	0.8%	10%	1%	-12%	-1.2	53	-7%
CS(=O)(=O)N1CCN=C1SCc1cccc(F)c1
  8%	-0.2%	0.2%	1.7%	17%	2%	-7%	0.9	45	-3%
CC(C)Cn1c(=O)c(CCC(=O)Nc2ccc(N3CCOCC3)cc2)nc2cc(Cl)ccc21
  -11%	-0.1%	0.0%	-5.9%	12%	-8%	-1%	2.2	61	-2%
Cc1ccc(C(c2nnnn2CS(=O)(=O)c2ccc(C)cc2)N2CCC(C(N)=O)CC2)cc1 (stereo not given)
  -3%	0.4%	?	1.1%	4%	-13%	-3%	-2.8	86	-6%
CC(NC(=O)c1ccc(C(F)(F)F)cc1)C(c1ccccc1)N1CCOCC1 (stereo not given)
  14%	-0.4%	0.4%	-8.7%	12%	16%	-36%	4.1	75	4%
CCCCNC(=O)N(O)C1N(CCCC)C(=O)N(CC(=O)OC)C1(C)C (stereo not given)
  5%	-0.4%	5.0%	2.8%	6%	21%	-23%	-0.3	49	-6%
O=C(Nc1ccc(-c2nnc3n2CCCCC3)cc1)c1cnccn1
  1%	0.0%	1.7%	-1.9%	9%	22%	-18%	.	.	0%
COc1ccc(C(=O)NCCc2cn3ccccc3n2)cc1
  2%	-0.3%	0.3%[50 µM]	7.0%	11%	-12%	12%	1.2	62	8%
Cn1c(=O)c2c(ncn2CC(N)=O)n(C)c1=O
  -1%	-0.2%	1.6%	.	11%	.	-15%	0.1	42	5%
O=C(NCc1ccco1)/C(=C/c1ccco1)NC(=O)c1ccco1
  4%	0.1%	0.9%	-4.2%	19%	12%	-22%	-0.2	42	-6%
COc1ccc(NC(=O)CN2C(=O)c3cccc4cccc2c34)cc1OC
  -1%	0.0%	0.2%	5.3%	7%	-28%	-2%	-1.7	96	1%
CCC1CCCCN1C(=S)NCc1ccccc1 (stereo not given)
  1%	0.3%	-0.5%[50 µM]	-4.2%	4%	-19%	-2%	-0.1	54	9%
C/C(=N/NS(=O)(=O)c1ccc(C)cc1)c1c[nH]c2ccccc12
  8%	0.2%	0.6%[50 µM]	1.1%	12%	-13%	-16%	0.2	69	-10%
COc1ccccc1OCC(=O)n1cc(C(=O)c2cc(Cl)cc(Cl)c2O)cn1
  5%	0.1%	1.6%	-1.1%	-1%	.	-1%	-0.9	41	-3%
O=C(c1ccco1)N1CCN(C(=O)N2CCCCC2)CC1
  4%	-0.1%	0.3%	-4.0%	-7%	-11%[20 µM]	-24%	0.5	67	-7%

Additional structures
Second line of a record: GPR55 antagonists	GPR55 beta-arrestin	UTI89 phage lysis	KOR beta-arrestin-1	Rac1 GTP hydrolysis	KOR beta-arrestin-2	NOD1 NF-kB reporter	NTR1 agonist	NTR1 agonist cell count 20 µM	GPR35 arrestin U2OS
CC(=O)OC(C)(C)C#CCN1CCCC1
  11%	-0.2%	0.2%	-12%	-1%	17%	-6%	-0.4	47	4%
CCOC(=O)CCNC(=O)N1CCCC(C(=O)c2cccc(OC(C)C)c2)C1 (stereo not given)
  -9%	0.5%	0.1%	2.2%	3%	-44%[20 µM]	12%	0.4	55	2%
Cc1ccc(SC(C)C(=O)Nc2c(C)n(C)n(-c3ccccc3)c2=O)cc1 (stereo not given)
  10%	0.1%	0.3%	-2.2%	10%	-16%	-7%	2.7	82	-8%
O=C(Nc1nc(-c2ccco2)cs1)c1ccccc1
  10%	-0.2%	3.0%	-0.6%	3%	11%	-28%	-0.6	67	8%
COc1cccc(CNC(=O)c2ccccc2NC(=O)C2=C(C)OCCS2)c1
  -20%	-0.1%	0.1%	-6.9%	5%	7%	31%	-0.1	56	2%
C=CCOc1ccc(/C=C/C(=O)OCC(=O)NC2CCCCCC2)cc1
  1%	-0.2%	0.8%[50 µM]	3.5%	7%	-6%	-12%	-0.3	61	-8%
COC(=O)/C=C1\SC(=Nc2ccc(OC)cc2)NC1=O
  2%	0.3%	0.4%	-2.3%	2%	7%	-26%	1.1	54	5%
COC1CC(C)NC(=S)N1 (stereo not given)
  -8%	-0.3%	-0.8%	0.7%	13%	3%	-10%	-0.3	42	-7%
Cc1ccc2nc(NC(=O)c3ccc(N4C(=O)CCC4=O)cc3)sc2c1
  -14%	-0.5%	-0.1%	7.5%	4%	-31%	8%	-0.2	53	10%
CCN1CCN(C(CNS(=O)(=O)c2ccc(Cl)cc2)c2cccnc2)CC1 (stereo not given)
  8%	-0.2%	0.0%	-2.1%	9%	-8%	-44%	0.3	63	5%
Cc1ccsc1C(=O)NCCc1c[nH]c2ccccc12
  8%	0.0%	0.1%[50 µM]	-6.1%	7%	32%	-49%	0.5	56	-8%
COc1ccccc1NC(=O)c1cc([N+](=O)[O-])ccc1NCCN1C(=O)CCC1=O
  -1%	-0.1%	-0.2%	2.2%	3%	-32%	-50%	0.0	50	-7%
CCOC(=O)C1CCc2sc(N)c(C#N)c21 (stereo not given)
  -12%	-0.1%	6.6%	1.7%	13%	-18%	-11%	-1.0	53	6%
CCCCc1c(O)nc(SCC(=O)Nc2ccc3c(c2)CCC3)[nH]c1=O
  -5%	-0.1%	4.2%	-3.0%	0%	7%	-34%	-1.2	67	-5%
O=C(COC(=O)CCCOc1ccccc1)NNC(=O)c1ccc([N+](=O)[O-])cc1
  -1%	0.3%	2.6%[50 µM]	-2.4%	7%	0%	-29%	0.7	65	-10%

Remaining list, next part:
Second line of a record: GPR55 antagonists	GPR55 beta-arrestin	UTI89 phage lysis	KOR beta-arrestin-1	Rac1 GTP hydrolysis	KOR beta-arrestin-2	NOD1 NF-kB reporter	NTR1 agonist	NTR1 agonist cell count 20 µM	GPR35 arrestin U2OS
CCCC1=C(C(=O)OCC)C(c2ccco2)n2ncnc2N1 (stereo not given)
  -14%	-0.3%	-0.1%	5.4%	12%	-23%	-7%	-0.9	48	-15%
O=C1CC(NCc2ccccc2F)C(=O)N1c1ccccc1 (stereo not given)
  10%	-0.2%	0.6%	1.3%	7%	-9%	0%	2.3	76	1%
CSc1nsc(NC(=O)CCNC(=O)c2ccc([N+](=O)[O-])cc2)n1
  -3%	0.6%	?	-2.5%	4%	-11%	6%	0.6	48	2%
O=C1[C@H]2[C@@H](C3CC3)N3C(=O)CN(Cc4ccccn4)C(=O)[C@@]3(Cc3ccccc3)[C@H]2C(=O)N1c1ccccc1
  -1%	0.2%	0.6%	-3.1%	8%	-20%[20 µM]	-5%	0.0	91	5%
O=C(NCC(c1cccs1)N1CCOCC1)c1cccc([N+](=O)[O-])c1 (stereo not given)
  -2%	-0.2%	1.9%	-7.0%	2%	20%	5%	2.1	54	3%
C[n+]1ccccc1Nc1cc([N+](=O)[O-])ccc1N
  -9%	0.5%	0.4%	-4.9%	5%	14%[20 µM]	-21%	0.2	58	-1%
O=C(COc1cccnc1[N+](=O)[O-])c1ccc(Cl)s1
  7%	-0.2%	0.9%	.	?	-9%	0%	-0.7	49	-2%
O=C(N/N=C/c1ccccn1)c1cccc(S(=O)(=O)N2CCCC2)c1
  -6%	0.0%	0.3%	-3.1%	12%	11%	3%	0.4	69	3%
Nc1c(C(=O)c2ccccc2)oc2ccccc12
  2%	-0.1%	1.7%	-6.6%	14%	-4%	-23%	-0.6	50	-9%
Cc1ccccc1NC(=O)Oc1cccc(OC(=O)c2ccccc2)c1
  2%	0.0%	0.3%	2.1%	5%	32%	-12%	2.1	42	8%
CSc1ncc(C(=O)Nc2ccccc2C)c(C)n1
  6%	-0.2%	-1.3%[50 µM]	4.2%	6%	-9%	3%	1.1	88	-7%
COc1ccc(CC(=O)n2[nH]c(=O)cc(C)c2=O)cc1OC
  -2%	-0.2%	-0.8%	-3.9%	5%	16%	-7%	-0.3	62	8%
O=C(N/N=C/c1ccc(F)cc1)c1ccc(OCc2ccccc2)cc1
  -1%	0.4%	0.0%	2.3%	9%	-19%	-5%	1.2	64	0%
CCOC(=O)c1ccc2c(c1)nc(SCC(=O)N1CCOCC1)n2CC
  9%	0.2%	-0.1%	-2.8%	9%	0%[20 µM]	-21%	1.2	61	3%
Cc1ccc(N2CCN(S(=O)(=O)c3ccc(-n4cnnn4)cc3)CC2)c(C)c1
  10%	0.2%	-0.1%	-4.4%	11%	-54%	38%	0.7	59	18%

Next records.
Second line of a record: GPR55 antagonists	GPR55 beta-arrestin	UTI89 phage lysis	KOR beta-arrestin-1	Rac1 GTP hydrolysis	KOR beta-arrestin-2	NOD1 NF-kB reporter	NTR1 agonist	NTR1 agonist cell count 20 µM	GPR35 arrestin U2OS
COc1ccc(CC(=O)N/N=C(\C)CC(=O)NCc2ccco2)cc1OC
  15%	0.5%	-0.7%	-2.9%	11%	-6%	2%	0.5	55	-2%
O=C(Nc1nnc(-c2ccccc2Cl)o1)c1nc2ccccc2s1
  -5%	-0.3%	-1.0%	0.6%	9%	-101%	-21%	19	54	7%
CC(C)(C)NC(=O)COc1ccc(S(=O)(=O)N2CCCC2)cc1
  -8%	-0.2%	0.1%	.	11%	-25%[20 µM]	-11%	-0.5	51	18%
Cc1nc(SCC(=O)Nc2cc(C)on2)c2c(C)c(C)sc2n1
  10%	-0.2%	0.0%	8.9%	4%	23%	-3%	3.0	41	2%

Three structures from above, sorted by SMILES length, ascending.
Second line of a record: GPR55 antagonists	GPR55 beta-arrestin	UTI89 phage lysis	KOR beta-arrestin-1	Rac1 GTP hydrolysis	KOR beta-arrestin-2	NOD1 NF-kB reporter	NTR1 agonist	NTR1 agonist cell count 20 µM	GPR35 arrestin U2OS
O=C(Nc1nnc(-c2ccccc2Cl)o1)c1nc2ccccc2s1
  -5%	-0.3%	-1.0%	0.6%	9%	-101%	-21%	19	54	7%
COc1ccc(CC(=O)N/N=C(\C)CC(=O)NCc2ccco2)cc1OC
  15%	0.5%	-0.7%	-2.9%	11%	-6%	2%	0.5	55	-2%
Cc1ccc(N2CCN(S(=O)(=O)c3ccc(-n4cnnn4)cc3)CC2)c(C)c1
  10%	0.2%	-0.1%	-4.4%	11%	-54%	38%	0.7	59	18%
